# Bioassay records from PubChem.
# BoNT-A LC inh2: BoNT/A light chain protease inhibitors, primary screen, biochemical, flow cytometry, MLPCN library; Botulinum neurotoxin type A light chain protease (Clostridium botulinum A str. ATCC 3502); multiplex microsphere protease substrate cleavage; inhibition, % at 10 µM; actives 0.17% (n = 360,000); AID 588499, 2011; also: plate controls were buffer without enzyme for full effect and enzyme alone for no effect
# PrPC TRFRET: inhibitors of human cell surface prion protein PrPC, primary screen, cell-based, TR-FRET; Major prion protein (Homo sapiens), P04156; TR-FRET read-out; inhibition, % at 13.8 µM; actives 0.43% (n = 370,000); AID 720596, 2013; in the data active = inhibition above about 24%; also: 0% = median of the test wells and 100% = reference compound wells
# Anthrax LF inh2: Bacillus anthracis LF protease inhibitors, primary screen, biochemical, multiplex microsphere, MLPCN library; AID 588501, 2011; Lethal factor (Bacillus anthracis), P15917; actives 0.12% (n = 360,000); inhibition, % at 10 µM; multiplex microsphere protease cleavage assay; also: plate controls were buffer without enzyme for full effect and enzyme alone for no effect
# Target sequence (P15917 whole entry, looked up): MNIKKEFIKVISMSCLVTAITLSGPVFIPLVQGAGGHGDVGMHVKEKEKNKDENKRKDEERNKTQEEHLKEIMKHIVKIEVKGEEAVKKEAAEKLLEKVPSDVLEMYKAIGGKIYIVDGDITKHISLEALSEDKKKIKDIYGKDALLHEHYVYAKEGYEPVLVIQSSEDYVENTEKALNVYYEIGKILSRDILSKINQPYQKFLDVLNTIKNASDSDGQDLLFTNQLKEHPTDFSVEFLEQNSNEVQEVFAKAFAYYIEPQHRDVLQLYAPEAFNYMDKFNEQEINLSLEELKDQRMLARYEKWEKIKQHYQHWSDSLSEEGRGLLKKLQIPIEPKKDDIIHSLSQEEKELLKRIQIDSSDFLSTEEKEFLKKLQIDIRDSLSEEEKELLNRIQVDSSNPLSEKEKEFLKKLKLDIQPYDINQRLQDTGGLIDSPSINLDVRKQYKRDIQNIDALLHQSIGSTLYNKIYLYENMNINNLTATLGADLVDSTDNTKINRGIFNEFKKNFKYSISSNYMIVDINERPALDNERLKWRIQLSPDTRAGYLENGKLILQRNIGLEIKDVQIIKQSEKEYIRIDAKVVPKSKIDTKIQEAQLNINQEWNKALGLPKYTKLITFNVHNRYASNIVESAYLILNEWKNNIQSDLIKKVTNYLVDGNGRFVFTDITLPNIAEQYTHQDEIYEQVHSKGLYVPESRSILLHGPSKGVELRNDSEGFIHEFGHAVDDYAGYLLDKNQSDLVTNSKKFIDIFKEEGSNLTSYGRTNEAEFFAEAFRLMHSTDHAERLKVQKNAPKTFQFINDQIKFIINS
# Rv3671c protease: Rv3671c serine protease inhibitors, primary screen, biochemical, fluorescence polarization, M. tuberculosis H37Rv. P9WHR9. inhibition, % at 5.96 µM. actives 0.048% (n = 320,000). AID 2606, 2010; in the data active = inhibition above about 38%;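 also: extracellular domain of Rv3671c used as enzyme; 0% = enzyme with DMSO and 100% = no enzyme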
# VHR inh abs: VHR1 phosphatase inhibitors, primary screen, biochemical, absorbance, uHTS. Dual specificity protein phosphatase 3 (Homo sapiens), P51452. recombinant VHR phosphatase, pNPP absorbance. inhibition, % at 13.3 µM. actives 0.52% (n = 290,000). AID 1654, 2009; in the data active = inhibition above about 50%; also: some compounds called inactive have numbers as strong as hits
# Target sequence (P51452 whole entry, looked up): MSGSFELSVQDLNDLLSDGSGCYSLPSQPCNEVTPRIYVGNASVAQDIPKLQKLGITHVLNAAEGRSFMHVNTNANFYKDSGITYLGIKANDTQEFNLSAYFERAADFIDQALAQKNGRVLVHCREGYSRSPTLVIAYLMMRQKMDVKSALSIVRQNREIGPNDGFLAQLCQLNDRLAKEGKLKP
# 3CLpro inhibitor: SARS-CoV 3CLpro protease inhibitors, primary screen, biochemical, quenched FRET. Replicase polyprotein 1ab (Severe acute respiratory syndrome coronavirus), P0C6X7. recombinant SARS-CoV 3CLpro, quenched FRET peptide cleavage. inhibition, % at 6 µM. actives 0.14% (n = 290,000); in the data active = inhibition above about 12%
# BoNT-F LC inh: BoNT/F light chain protease inhibitors, primary screen, biochemical, flow cytometry, MLPCN library | Botulinum neurotoxin type F light chain protease (Clostridium botulinum) | Multiplex microsphere protease cleavage assay | inhibition, % at 10 µM | actives 0.22% (n = 360,000); in the data active = inhibition above about 35%, passing the limit was not always enough; inconclusive = no clear call, values can overlap the other calls; also: plate controls were buffer without enzyme for full effect and enzyme alone for no effect
# MazF activator: activators of E. coli MazEF toxin-antitoxin RNase, primary screen, biochemical, fluorescence, uHTS. FAM/BHQ RNA-DNA oligo cleavage fluorescence, 5 h. activation, % at 20 µM. actives 0.32% (n = 350,000). AID 504720, 2011; in the data active = activation above about 50%
# Target sequence (P0AE70 whole entry, looked up): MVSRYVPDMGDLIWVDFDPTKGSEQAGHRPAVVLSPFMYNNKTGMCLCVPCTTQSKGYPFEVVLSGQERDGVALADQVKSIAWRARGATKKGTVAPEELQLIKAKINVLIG
# SSB-PriA inh: inhibitors of Klebsiella pneumoniae PriA binding to SSB C-terminal tail, primary screen, biochemical, AlphaScreen | inhibition, % at 33 µM | actives 0.6% (n = 430,000) | AlphaScreen SSBct-PriA binding, biotinylated peptide | PriA–SSB C-terminal tail interaction (Klebsiella pneumoniae); in the data active = inhibition mostly above about 37%, no sharp cut-off; inactive = mostly below about 20%;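 also: plate controls were negative control peptide for no effect and reference peptide for full effect; strong numbers were not always called active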
# CCHF vOTU inh: CCHFV vOTU protease inhibitors, primary screen, biochemical, Pep-AMC substrate, fluorescence; inhibition, % at 11.5 µM; Crimean-Congo hemorrhagic fever virus L polyprotein viral ovarian tumor (vOTU) protease …; actives 0.55% (n = 370,000); in the data active = inhibition above about 30%; also: 0% = vehicle wells with enzyme and 100% = no enzyme wells
# Active calls of the source: *; ? = inconclusive; · = not tested or not shown. Rule as the data show it, unless noted: active = inhibition above about 30%; inconclusive = no clear call, values can overlap the other calls; inactive = below that. A portion of the library, so the mix of outcomes need not match the whole.
# Preview, 2 compounds:
# Below each SMILES – BoNT-A LC inh2, PrPC TRFRET, Anthrax LF inh2, Rv3671c protease, VHR inh abs, 3CLpro inhibitor, BoNT-F LC inh, MazF activator, SSB-PriA inh, CCHF vOTU inh
- COc1ccc(CN2CCN(C(=O)CCC(=O)Nc3nnc(C(F)(F)F)s3)CC2)cc1F
    -1.3, -0.2, -0.8, 0.0, -16.8, 0.0, -3.6, -8.0, -7.3, 1.8
- COC(=O)c1ccc(COc2ccc3c(c2)CCC3)o1
    ·, 3.4, ·, 8.0, 12.5, -0.2, ·, 1.4, -4.9, -1.9

# The listing, previewed entries included:
# Below each SMILES – BoNT-A LC inh2, PrPC TRFRET, Anthrax LF inh2, Rv3671c protease, VHR inh abs, 3CLpro inhibitor, BoNT-F LC inh, MazF activator, SSB-PriA inh, CCHF vOTU inh
- COc1ccc(CN2CCN(C(=O)CCC(=O)Nc3nnc(C(F)(F)F)s3)CC2)cc1F
    -1.3, -0.2, -0.8, 0.0, -16.8, 0.0, -3.6, -8.0, -7.3, 1.8
- COC(=O)c1ccc(COc2ccc3c(c2)CCC3)o1
    ·, 3.4, ·, 8.0, 12.5, -0.2, ·, 1.4, -4.9, -1.9
- O=C(Cn1nc(-c2ccccc2)ccc1=O)Nc1ccc(-n2cnnn2)cc1
    -0.2, -0.1, 4.4, 2.3, 20.6, 3.0, -6.7, -48.5, 1.5, -13.4
- Cc1ccc(NC(=O)Cn2nnc3ccccc32)c(C)c1
    -0.5, 5.7, -7.8, 0.4, 25.9, 3.0, -1.6, 4.0, -0.6, 4.5
- NC(=O)c1cc2ccncc2c2ccccc12
    -3.4, 4.3, -1.0, 1.6, 24.6, -3.0, ?, 7.7, -8.6, -8.7
- N/C(CC(=O)NC1CCCCC1)=N\OCC(=O)Nc1ccc(Cl)c(Cl)c1
    0.3, 9.2, 0.7, -13.8, -8.7, 1.3, -2.4, 2.5, ·, 9.1
- CC(Oc1ccc2c3c(c(=O)oc2c1)CCC3)C(=O)NCc1cccnc1 (centres undefined)
    -2.7, -7.0, -2.6, -1.6, 10.7, -3.6, 1.3, 9.3, -9.6, 16.4
- COc1ccc(S(=O)(=O)N(C)C)cc1NC(=O)CN1CCN(C(=O)C2CC2)CC1
    -0.4, 2.5, 6.9, 3.6, ·, ·, -3.2, 0.2, -10.4, 0.9
- C[C@H](NC(=O)C1CCN(S(=O)(=O)c2ccccc2)CC1)C(=O)NCc1ccccc1
    0.9, -1.9, -4.7, -1.2, 52.3*, 0.2, 0.0, 2.5, -8.4, -0.9
- Cn1nc(/C=C/c2ccccc2)ccc1=O
    -0.3, -3.4, -4.8, -9.3, 23.4, 0.6, 0.9, -8.9, -14.3, 0.8
- Cc1cc(Cl)ccc1OC(C)C(=O)NNC(=O)C1CCCCC1C(=O)O (centres undefined)
    -2.6, -1.0, -2.2, ·, -1.9, -4.6, -2.0, -1.8, 1.7, 5.3
- COc1ccc(C(=O)NCC(=O)OCC(=O)N2CC(C)OC(C)C2)cc1OC (centres undefined)
    -0.5, -0.1, 0.4, -3.8, ·, ·, -11.6, -1.9, -13.3, -18.5
- CC1CC(=O)Nc2ccccc2N1C(=O)COc1cc(Cl)ccc1Cl (centres undefined)
    0.6, 3.2, -5.5, -3.4, ·, ·, -0.7, 5.3, 2.9, 12.7
- COc1ccc(-c2cccc(C(=O)Nc3ccc(C)cc3)c2)cc1
    -1.5, 3.4, 0.3, -3.0, 22.8, 1.9, -0.6, 6.6, -9.0, 31.2*
- O=c1oc2cc(S(=O)(=O)NCCCO)ccc2c2ccc(S(=O)(=O)NCCCO)cc12
    0.3, 7.8, 5.8, 3.2, -19.5, -3.3, -10.7, 10.3, 11.7, 3.3
- CCC(C(=O)N1CCCC1)n1nc(C)c2c(C)n(-c3ccccc3)nc2c1=O (centres undefined)
    1.1, 0.2, 1.4, -2.0, 38.4, -0.5, -4.9, -5.8, -1.2, -3.1
- Cc1cc(Nc2ccc(Cl)cc2)n2ncnc2n1
    -2.4, 6.7, -8.0, ·, 21.9, 2.4, ?, -2.2, -5.7, -11.3
- COc1ccccc1C(=O)Nc1c2c(nn1-c1cccc(C)c1C)CS(=O)(=O)C2
    2.0, 3.7, -11.1, 3.5, -12.4, 1.4, 8.1, 4.9, -7.6, -10.5
- CC(=O)Nc1cccc(NC(=O)c2cc(-c3ccccn3)nc3ccc(Cl)cc23)c1
    -1.3, -2.0, -0.7, -0.7, -5.4, -0.7, -5.8, -5.1, 9.0, -2.1
- CCOc1ccc(CCNC(=O)COC(=O)CSc2ccc(C)cc2)cc1OCC
    1.2, 3.3, 2.3, ·, ·, ·, 4.1, 3.1, -5.7, 17.2
- CCc1ccc(NC(=O)CNC(=O)c2nn(-c3ccc(OC)cc3)c(=O)c3ccccc23)cc1
    -1.3, 5.0, -1.1, -43.3, 11.5, -5.4, 15.6, 0.4, 3.7, -13.3
- Cc1ccc(S(=O)(=O)N2CCOC2CNC(=O)C(=O)NCc2ccccn2)cc1 (centres undefined)
    -2.9, 6.7, 4.0, 0.0, 18.5, -2.8, -9.6, 6.4, 2.4, 5.6
- COc1cc(CCC(=O)OCC(=O)Nc2ccc(F)c(F)c2F)cc(OC)c1OC
    0.1, 1.4, -8.2, 2.4, -5.4, 0.2, -6.2, 7.2, -4.5, 12.5
- CCO/C([O-])=N/c1sn[n+](C)c1C
    ·, -3.5, ·, 0.5, -8.5, 0.7, ·, 0.8, ·, 7.3
- Cc1ccc([C@H]2C(C(=O)O)=CC[C@@H](c3ccc4c(c3)OCO4)N2S(=O)(=O)c2ccc(C)cc2)cc1
    0.2, 2.4, -0.5, -3.5, ·, ·, 10.5, 1.6, 1.5, 10.5
- O=C(Nc1ccc(S(=O)(=O)N2CCCC2)cc1)C1COc2ccccc2O1 (centres undefined)
    -0.4, -2.2, -4.3, -8.2, 30.5, 1.4, -1.4, -2.1, -6.3, 8.3
- CC(OC(=O)c1ccc2ncsc2c1)C(=O)N1CCCC1 (centres undefined)
    ·, -3.1, ·, 2.2, 6.3, 5.1, ·, ·, ·, 1.0
- CC(Sc1ccc(Cl)cc1)C(=O)NNC(=O)c1ccncc1 (centres undefined)
    -0.1, 3.9, -4.5, 4.6, ·, ·, 1.2, 1.5, -3.3, -6.9
- COc1ccc(/C=N/n2cnc3scc(-c4cccs4)c3c2=O)cc1OC
    0.6, -4.4, -1.3, -6.5, -7.9, -3.5, 0.0, -5.1, ·, 11.4
- COC(=O)CCP(=O)(O)Cc1ccccc1CP(=O)(O)CCC(=O)OC
    -0.6, 0.3, 2.3, 4.0, 17.0, -1.9, -7.5, 0.8, -6.6, -0.8
- Cc1ccc2c(cnn2C(=O)CCC(=O)N2CCCCC2)c1
    -0.5, 5.9, -7.5, 5.8, 37.0, 1.9, -4.1, -1.8, -12.5, 2.9
- CC(NS(=O)(=O)c1ccc(Br)cc1)C(=O)NCc1ccco1 (centres undefined)
    0.4, 4.5, -8.4, 7.0, 9.5, 3.0, 5.7, 9.2, -2.7, -17.9
- O=C(O)CN1C(=O)c2ccc(Oc3ccc([N+](=O)[O-])cc3)cc2C1=O
    -2.2, -12.1, -1.5, 2.6, -7.8, 1.1, ?, 0.4, 0.9, -7.5
- NC(=O)c1ccc(NC(=O)COC(=O)c2cc3ccccc3cc2O)cc1
    -0.3, 5.1, -4.6, -45.0, ·, ·, 0.2, -18.5, 0.7, 12.5
- COc1cc(S(=O)(=O)NCc2ccccc2Cl)ccc1-n1cnnn1
    0.6, -1.9, 2.9, -6.8, 35.9, -2.3, 12.4, 0.5, 5.9, -16.7
- CC1CCCN(C(=O)c2cccc(S(=O)(=O)N3CCCC3)c2)C1 (centres undefined)
    -3.7, 0.7, -3.1, -2.3, ·, ·, 1.8, 3.9, 2.1, -5.2
- OCCCNc1nc(-c2ccc(Br)cc2)nnc1-c1ccc(Cl)cc1
    2.2, 3.6, -0.1, -8.8, -0.9, -4.2, 5.6, -0.9, 17.7, 4.4
- Cc1cc(C)cc(NC(=O)Oc2ccccc2N2CCCCC2)c1
    1.1, -3.4, 6.0, -2.0, 15.5, -4.2, 6.8, 3.9, -3.8, -5.0
- COc1cccc(-c2nn(-c3ccccc3)cc2C(=O)Nc2nccs2)c1
    1.9, -1.9, -1.7, -69.8, -5.8, 1.6, -2.6, 12.5, 1.7, 5.8
- COc1ccc(S(=O)(=O)N(CC(=O)NCc2ccncc2)Cc2ccccc2)cc1
    -0.2, 8.1, -1.3, -5.2, 8.5, 0.9, -19.9, 4.1, -9.6, 2.5
- O=C1C2C(c3ccccc3)CC=CC2[C@H](c2cccc([N+](=O)[O-])c2)N1Cc1ccccc1 (some centres undefined)
    0.4, 1.1, 8.5, 6.8, 7.3, ·, -2.7, -0.2, 3.8, 9.5
- CC1CN(S(=O)(=O)c2cccc(C(=O)NCCCn3ccnc3)c2)CC(C)O1 (centres undefined)
    0.0, 3.0, 0.7, 5.2, 10.7, 0.4, 6.2, 2.5, -8.6, 5.2
- CC1CCCCC12NC(=O)N(CC(=O)N1CCN(S(=O)(=O)/C=C/c3ccccc3)CC1)C2=O (centres undefined)
    -1.0, -4.9, 2.6, 0.9, ·, ·, 1.0, -1.4, -0.2, -4.2
- Cc1cccc(C)c1-n1nnnc1C(c1ccnc2ccccc12)N1CCN(C/C=C/c2ccccc2)CC1 (centres undefined)
    0.7, -6.4, -0.8, ·, ·, ·, -1.6, ·, ·, 5.6
- Cc1ccc(-c2cccc(CN3CCN(C(C)C)C(CCO)C3)c2)o1 (centres undefined)
    0.1, 5.6, -1.3, 2.9, 13.4, 0.0, -0.6, 5.0, -3.1, -11.8
- Cc1cc(C)n(CCNC(=O)[C@H]2O[C@@H](n3ccc(N)nc3=O)[C@H](O)[C@@H]2O)n1
    -1.2, 3.4, -12.4, ·, ·, ·, -12.1, ·, ·, 3.4
- Cn1cnnc1SCC(=O)c1ccc2c(c1)OCCO2
    -2.2, -2.8, -3.9, -3.2, 11.9, 3.4, -1.8, -3.8, -4.1, 3.4
- CC(C)[C@H](NC(=O)[C@H]1N2C(=O)c3ccccc3C2SC1(C)C)C(=O)NCc1ccco1 (some centres undefined)
    4.2, 1.1, 1.2, 5.2, 6.5, 1.6, -4.6, 7.1, -5.5, 12.9
- Cc1ccc(S(=O)(=O)N[C@@H](CC(C)C)C(=O)N2CCC(C(=O)N[C@@H](Cc3ccccc3)C(=O)O)CC2)cc1
    0.4, 2.0, 1.2, -4.4, 12.5, 5.2, -4.5, -23.6, -1.4, -5.3
- Cc1cccc(C(=O)NC2CCN(C(=O)Nc3ccccc3C)CC2)c1
    -0.4, 4.8, -5.8, -3.6, 7.8, -2.3, 3.2, -32.2, 3.8, 8.9
- O=C(NCc1cccnc1)c1ccc([N+](=O)[O-])o1
    0.7, -8.8, -0.3, -5.5, -7.4, -0.3, 1.7, 2.8, -11.3, 0.7
- CCOC(=O)N1CCN(C(=O)c2cn(C)c3ccc(S(=O)(=O)N(CC)CC)cc3c2=O)CC1
    2.8, -5.8, -3.0, 2.0, 13.0, -0.4, -2.5, 11.0, -2.4, 5.3
- CCC(=O)N1CCN(c2ccccc2NC(=O)COc2cccc(C)c2C)CC1
    -1.5, 4.7, -0.6, 1.8, 9.7, 1.0, 7.5, -2.2, -1.1, -1.6
- COC(=O)c1cccc(NS(=O)(=O)c2cccs2)c1C
    -0.3, 6.7, 0.5, -2.2, 7.2, -1.3, -0.6, 4.1, -6.6, -4.9
